Screening results (PubChem BioAssay)
SV40 large T antigen – TAg ATPase/helicase activity blockers – biochemical (AID 1903); one-dose inhibition, % at 20 µM; IC50 in µM for titrated hits; 310,000 compounds, 0.39% hits; SV40 large T antigen ATPase/helicase inhibition assay; higher % means a stronger effect; in the data active = a potency from the dose series; inconclusive = inhibition mostly from about 32% at the one dose, without a potency; inactive = the rest, 99 in 100 with inhibition below about 32%; also: strong numbers were not always called active
bCat nuc transl – beta-catenin nuclear translocation modulation; nuclear translocation activity, % at 5 µM; HeLa beta-catenin nuclear translocation, immunofluorescence imaging; 190,000 compounds, 0.3% hits;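 active = nuclear translocation activity above 50% at 5 µM, with a well cell count of 50 or more; inconclusive = wells under 50 cells across six images, flagged as toxic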;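 also: per-cell ratio of nuclear to cytoplasmic median beta-catenin stain intensity; plate controls were DMSO negative control for no effect and GSK-3 inhibitor IX positive control for full effect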
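System: Human HeLa cells, endogenous beta-catenin | Compound dosing: 5 µM primary, 0.02–20 µM confirmation | Timing: 24 h compound exposure at 37°C, 5% CO2 | Measured by: Fluorescence imaging of beta-catenin antibody stain plus DAPI | Read-out basis: % activation of per-cell nuclear versus cytoplasmic median beta-catenin signal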
T cell modulator – T cell immune modulation candidate. 2C CD8+ T cell-vesicle binding, flow cytometry; stronger effect = lower value. calls only at 7 µM. 330,000 compounds, 0.068% hits. AID 2052;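 active = response, share of CD8 T cells binding vesicles, and their 90th percentile fluorescence all below set limits, cut at about 80% in these data, passing the limit was not always enough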
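Material: murine 2C transgenic CD8+ T lymphocytes / Also added: QL9-peptide-loaded Drosophila micro-vesicles bearing Ld, ICAM-1 and B7-1 / Schedule: binding step 1.5 h, 37 °C, antibody labelling 20 min, ice / Signal: flow cytometry, PE anti-B7-1 (FL2) versus Alexa647 anti-CD8 (FL8), PFA-fixed / Evaluation: percent CD8+ FL2 mean versus row control / Benchmarks: naked versus QL9-loaded vesicles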
West Nile antiviral – West Nile virus antiviral activity, cell-based, CPE readout (AID 1621). West Nile virus-infected cells, CPE inhibition; higher % means a stronger effect. CPE inhibition, % at 10 µM, or IC50 in µM where a hit was titrated. 290,000 compounds, 0.02% hits; in the data active = a potency from the dose series; inconclusive = CPE inhibition mostly from about 3.7% at the one dose, without a potency; inactive = the rest, 99 in 100 with CPE inhibition below about 2.2%; also: strong numbers were not always called active
Salmonella PhoP GFP – PhoP-dependent GFP reporter repression – Salmonella Typhimurium, primary screen (AID 1863). S. Typhimurium PhoP-regulated promoter GFP reporter, 4 h; higher % means a stronger effect. inhibition, % at 50 µM, or IC50 in µM where a hit was titrated. 300,000 compounds, 0.16% hits;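 active = inhibition over 29.93%, a cutoff 3 SD above the screen mean, later confirmed by dose response; inconclusive = inhibition over 29.93% but no dose response follow-up; inactive = inhibition at most 29.93% or unconfirmed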;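 also: 0% = low Mg2+ inducing control and 100% = high Mg2+ repressing control; strong numbers were not always called active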
RSV CPE inhibition – RSV antiviral activity via CPE protection, HEp-2 cells, primary 10 µM value included (AID 2391); HEp-2 cells, RSV-induced CPE inhibition; higher % means a stronger effect; CPE inhibition, % at 10 µM; hits with a dose series show IC50 in µM; 310,000 compounds, 0.13% hits; in the data active = a potency from the dose series; inconclusive = CPE inhibition mostly from about 23% at the one dose, without a potency; inactive = the rest, 99 in 100 with CPE inhibition below about 21%; also: strong numbers were not always called active
MgcRacGAP inhibition – MgcRacGAP GTPase-activating activity inhibitors, confirmation, biochemical, ADP Hunter fluorescence; MgcRacGAP-stimulated Rac1 GTP hydrolysis, ADP Hunter fluorescence; higher % means a stronger effect; GST-tagged Rac1 F28L mutant substrate; one-dose inhibition, % at 30 µM; IC50 in µM for titrated hits; 340,000 compounds, 0.6% hits; AID 624330;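 active = first-screen hits whose inhibition reached a set limit at any dose in the follow-up dose series; inconclusive = inhibition above the set first-screen limit but never retested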;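 also: fluorescence reports GDP produced by GAP-driven GTP hydrolysis; strong numbers were not always called active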
Myeloid diff 2 – promotes myeloid progenitor differentiation; ER-HoxA9 myeloid progenitors, lysozyme-GFP differentiation, flow cytometry; calls only at 10 µM; 360,000 compounds, 1% hits;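 active = normalized GFP-positive differentiation at or above the plate's own cutoff, the solvent-only control mean plus 3 SD; inconclusive = no clear call, values can overlap the other calls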;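 also: cells exposed to compound for four days before flow analysis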
WT yeast gro inh – growth inhibition of WT yeast, mitochondrial fusion screen; mitochondrial fusion phenotypic screen, WT strain; inhibition, % at 10 µM; 190,000 compounds, 2.1% hits; AID 1362; in the data active = inhibition above about 58%; tested in S. cerevisiae
WT yeast gro inh mutant strain – recorded beside WT yeast gro inh, whose call it bears; inhibition, %; mitochondrial fusion phenotypic screen, mutant strain inhibition
bCat nuc transl cell count 5 µM – recorded beside bCat nuc transl, whose call it bears; cell count; measured here: cell count, cytotoxicity flag
T cell modulator vesicle-bound % – second read-out of T cell modulator, no call of its own (marks repeat the call); double positive events, %; measured here: CD8+ vesicle-bound cell fraction;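 binding gate set so that unloaded-vesicle control wells show 10% double positive cells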
Myeloid diff 2 GFP+ MAC1+ % – also measured in Myeloid diff 2; calls as there; GFP+ MAC1+ double positive, %; measured here: differentiation confirmed by MAC1 staining
Starred values were filed as active, the others as inactive; i = inactive; ? = inconclusive; . = no result given; + = active, no number.

canonical_smiles,West Nile antiviral,MgcRacGAP inhibition,T cell modulator,WT yeast gro inh mutant strain,Salmonella PhoP GFP,Myeloid diff 2 GFP+ MAC1+ %,SV40 large T antigen,T cell modulator vesicle-bound %,Myeloid diff 2,WT yeast gro inh,bCat nuc transl,bCat nuc transl cell count 5 µM,RSV CPE inhibition
O=C(Nc1ccccc1)c1cn(CCBr)cn1,.,7%,i,.,.,0.4,10%,18,i,.,.,.,1.2%
Cc1cc(C)cc(NC(=O)c2ccc(CN3CCc4ccccc4C3)cc2)c1,-1.3%,12%,i,.,7%,0.9,13%,45,i,.,.,.,4.2%
Cc1[nH]n(-c2ccccc2)c(=O)c1C=Nc1cnc2ccccc2c1,0.4%,7%,i,-5,10%,0.8,5%,13,i,7,-2.5,1238,-0.9%
FC(F)(F)c1cccc(-c2cc3ccccc3nc2N2CCCC2)c1,-0.2%,2%,i,10,-4%,1.1,7%,51,i,-11,1.0,1045,13%
Oc1c(C=C2N=c3ccccc3=N2)sc(=S)n1-c1ccccc1,-1.5%,7%,i,-13,22%,0.5,-9%,25,i,-1,-3.0,1038,11%
COc1cccc(N2CCN(S(=O)(=O)c3ccc(CN4C(=O)c5cccnc5C4=O)cc3)CC2)c1,1.2%,13%,i,.,0%,0.8,4%,52,i,.,.,.,2.2%
COc1cc(NC(=O)CCc2nnc3ccc(N4CCN(c5cccc(OC)c5)CC4)nn23)cc(OC)c1,0.0%,5%,i,.,5%,1.2,9%,35,i,.,.,.,0.1%
CSc1nnc(Cc2ccc3c(c2)OCO3)o1,-0.6%,1%,i,8,22%,0.5,14%,19,i,-3,-1.2,960,1.3%
N/C(=N\OS(=O)(=O)c1cc(Cl)ccc1Cl)c1ccncc1,-0.1%,6%,i,-16,-12%,0.9,5%,17,i,-11,.,.,-0.2%
CCOC(=O)Cn1c2c(c(=N)c3ccccc31)CCC2,0.0%,4%,i,-38,4%,5.2*,22%,19,+,-9,.,.,-0.4%
COc1ccc(Br)cc1-c1nc(CCl)cs1,0.0%,5%,i,15,-1%,0.1,1%,42,i,4,-4.2,1039,4.3%
O=C(C/C(=N\NC(=O)c1ccccc1Br)C(F)(F)F)c1cccs1,-0.9%,3%,i,-1,27%,0.4,-90%,51,i,-10,9.1,473,?
CCOc1ccc(N2C(=O)C3CCCN3C2=O)cc1 (centres undefined),0.1%,8%,i,-10,-7%,0.2,3%,24,i,9,-1.3,1078,2.4%
Cn1c(CCN2CCN(c3ccccn3)CC2)nc2cc(NC(=O)COc3ccccc3)ccc21,0.3%,-1%,i,.,0%,9.7,6%,11,i,.,.,.,-0.5%
O=C(N/N=C/c1ccc(Cl)c(Cl)c1)c1ccc2nc[nH]c2c1,2.4%,4%,i,.,-4%,1.3,14%,12,i,.,.,.,-0.7%

3 compounds picked at random from those above:
canonical_smiles,West Nile antiviral,MgcRacGAP inhibition,T cell modulator,WT yeast gro inh mutant strain,Salmonella PhoP GFP,Myeloid diff 2 GFP+ MAC1+ %,SV40 large T antigen,T cell modulator vesicle-bound %,Myeloid diff 2,WT yeast gro inh,bCat nuc transl,bCat nuc transl cell count 5 µM,RSV CPE inhibition
O=C(N/N=C/c1ccc(Cl)c(Cl)c1)c1ccc2nc[nH]c2c1,2.4%,4%,i,.,-4%,1.3,14%,12,i,.,.,.,-0.7%
COc1cc(NC(=O)CCc2nnc3ccc(N4CCN(c5cccc(OC)c5)CC4)nn23)cc(OC)c1,0.0%,5%,i,.,5%,1.2,9%,35,i,.,.,.,0.1%
O=C(Nc1ccccc1)c1cn(CCBr)cn1,.,7%,i,.,.,0.4,10%,18,i,.,.,.,1.2%

More results.
canonical_smiles,West Nile antiviral,MgcRacGAP inhibition,T cell modulator,WT yeast gro inh mutant strain,Salmonella PhoP GFP,Myeloid diff 2 GFP+ MAC1+ %,SV40 large T antigen,T cell modulator vesicle-bound %,Myeloid diff 2,WT yeast gro inh,bCat nuc transl,bCat nuc transl cell count 5 µM,RSV CPE inhibition
C=CCn1c(SCC(=O)Nc2ccc(N3CCOCC3)cc2)nnc1-c1ccco1,-0.7%,5%,i,.,-2%,1.4,30%,23,i,.,.,.,-0.7%
COc1cc([N+](=O)[O-])ccc1-c1ccc(/C=N\n2cnnc2)o1,-0.7%,-1%,i,.,-3%,0.4,9%,41,i,.,.,.,3.6%
Cn1nnnc1Sc1ccc([N+](=O)[O-])cc1Cl,0.7%,4%,i,-20,-3%,3.1,13%,43,i,-7,-3.0,1057,-1.6%
O=C(Nc1ccsc1C(=O)N1CCCC1)c1ccccc1,-0.1%,5%,i,-11,-2%,0.4,7%,31,i,4,-1.9,1105,0.4%
Cn1c(CN2CCN(c3cccc(Cl)c3)CC2)nc2ccccc21,-0.9%,1%,i,56,13%,1.1,3%,21,i,38,2.8,1089,0.2%
COc1cc(OC)cc(C(=O)N2CCC(N3CCCCCC3)CC2)c1,-0.2%,29%,i,-20,3%,1.0,26%,44,i,-5,1.8,900,-0.6%
c1ccc(Oc2cccc(OCCCCSc3ncccn3)c2)cc1,-0.5%,1%,i,.,12%,2.5,-1%,52,i,.,-1.3,1151,5.4%
COc1ccc(CNc2oc(-c3cccc4ccccc34)nc2P(=O)(OC)OC)cc1,-0.2%,11%,i,22,9%,0.1,10%,6,i,53,0.1,1175,9.9%
C[C@@H](C(=O)OCn1nnc2ccccc2c1=O)N1C(=O)C2CCCCC2C1=O (some centres undefined),0.7%,4%,i,5,4%,0.2,6%,54,i,-9,0.3,1090,0.2%
CCOC(=O)c1cc(C)n(-c2ccc(OC)c(OC)c2)c1C,-0.7%,10%,i,4,-4%,0.3,20%,25,i,8,3.9,1189,3.2%
O=C(Nc1ccc(CN2CCCCC2)cc1)Nc1ccc(Br)cc1Cl,0.8%,9%,i,24,1%,0.0,10%,35,i,41,1.8,905,-3.6%
CN(C)c1nc(N(C)C)nc(N2CC(=O)N(c3ccccc3)C2=N)n1,-0.4%,3%,i,10,-4%,0.2,9%,31,i,2,1.4,1009,6.7%
CCOC(=O)C1CCCN(CC(O)COCc2ccc3c(c2)OCO3)C1 (centres undefined),0.3%,16%,i,27,-4%,1.3,4%,43,i,-15,0.7,1134,-2.1%
O=C(O)c1c(C(=O)O)c(-c2ccc(F)cc2)n2c1CCC2,0.3%,9%,i,.,5%,0.2,19%,51,i,.,.,.,1.3%
CCC(=O)NC(=S)Nc1ccc(N2CCN(C(=O)c3ccc(Cl)cc3)CC2)cc1,-1.3%,-1%,i,28,3%,1.1,10%,51,i,22,-0.3,1557,9.9%
Cn1c(=O)cc(SCC(=O)NCCCN2CCOCC2)c2ccccc21,-0.4%,8%,i,-3,6%,0.8,20%,57,i,11,5.2,1422,-0.7%
CN(C)C(=O)N1CCC(C(=O)NCc2ccc3c(c2)OCO3)CC1,0.7%,3%,i,-8,-4%,7.8,8%,41,i,-14,.,.,0.1%
COc1ccc(CNC(=O)CN2C(=O)c3ccccc3C2=O)cc1,0.7%,7%,i,.,-1%,1.3,15%,62,i,.,.,.,-0.1%
Cc1ccc(OCc2cc(C(=O)N3CCN(c4ccccc4)CC3)no2)cc1C,-0.1%,10%,i,.,1%,2.0,22%,12,i,.,.,.,4.6%
Cc1ccc(NC(=O)CC2S/C(=N/N=C3/NC(=O)CS3)NC2=O)cc1 (centres undefined),0.1%,12%,i,-14,-13%,0.5,1%,42,i,-16,-2.1,1072,1.5%
Cc1ccc(-c2nc(C3CCCN(S(=O)(=O)c4ccc(C(C)(C)C)cc4)C3)no2)cc1 (centres undefined),-0.1%,13%,i,5,3%,2.5,-4%,45,i,-2,.,.,2.7%
CCc1ccc2nc(SCC(=O)N(CC)CC)c(C#N)cc2c1,0.0%,0%,i,11,8%,0.3,2%,56,i,21,.,.,8.0%
COc1ccc(NC(=O)CN(C)C(=O)C(C)Sc2ccccc2)cc1 (centres undefined),1.0%,12%,i,.,3%,0.0,20%,10,i,.,.,.,1.9%
Cc1ccc(NC(=O)CN(C)C(=O)c2n[nH]c(=O)c3ccccc23)cc1,-0.3%,1%,i,-9,7%,0.4,0%,36,i,6,-1.3,1035,1.9%
CC(C)N(Cc1ccccc1)C(=O)C1CCCN(c2ncnc3c2nc2n3CCCCC2)C1 (centres undefined),0.3%,5%,i,.,-8%,1.3,10%,30,i,.,.,.,6.0%
O=C(CNc1ccc(C(F)(F)F)cc1)Nc1cccc(S(=O)(=O)N2CCCC2)c1,.,3%,i,.,.,0.4,.,5,i,.,.,.,2.4%
COc1cc(Br)c(CCNC(=O)Cc2ccccc2)cc1OC,-1.2%,-1%,i,-7,5%,0.7,4%,52,i,0,2.0,1158,1.5%
CCOC(=O)CN1C(=O)C2Cc3ccccc3CN2C1=S (centres undefined),0.1%,3%,i,-1,-5%,3.1,1%,52,i,0,0.5,1377,1.4%
Nc1ccc(S(=O)(=O)N2CCCC2)cc1Cl,-0.3%,9%,i,.,-10%,0.3,15%,50,i,.,-1.1,1330,-0.6%
Cc1cccc(OCc2nnc(SCC(=O)O)n2-c2ccccc2)c1,0.4%,3%,i,.,-6%,0.6,-4%,56,i,.,.,.,0.5%
COc1ccccc1N1CCN(C(c2ccc(C)cc2)c2nnnn2C(C)C)CC1 (centres undefined),-0.4%,9%,i,-1,-2%,0.4,-1%,44,i,-7,-7.3,990,0.9%
CC1(C)Cc2ccccc2-c2nnc(-c3ccc4ccccc4n3)n21,0.6%,8%,i,9,4%,.,4%,27,?,5,-1.3,1061,4.2%
COc1ccc(C(Nc2cccc([N+](=O)[O-])c2)P(=O)(OC(C)C)OC(C)C)cc1 (centres undefined),-0.4%,7%,i,.,-4%,0.7,4%,6,i,.,0.7,1289,3.5%
Cc1ccnc(NS(=O)(=O)c2ccc(N=CC3=C(O)CC(C)(C)CC3=O)cc2)n1,0.4%,4%,i,3.9*,-27%,1.9,15%,50,i,67*,.,.,2.7%
